SUMO1-SIM PPI: SUMO1-SIM interaction modulation. P63165. SUMO1 binding to a labelled peptide, TR-FRET, 1 h. inhibition, % at 20 µM. 0.33% of 360,000 active. AID 602429; in the data active = inhibition above about 37%
Target sequence (P63165 whole entry, looked up): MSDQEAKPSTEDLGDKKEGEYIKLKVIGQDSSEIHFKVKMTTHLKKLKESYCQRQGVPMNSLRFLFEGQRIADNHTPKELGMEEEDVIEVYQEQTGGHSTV
PABP1 MLLE inh: inhibitors of microRNA-mediated deadenylation, human PABP1 MLLE binding; AID 588489; P11940; inhibition, % at 20 µM; GST-MLLE / FITC-PAM2 fluorescence polarization; 0.36% of 360,000 active; in the data active = inhibition above about 35%, passing the limit was not always enough;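 also: plate controls were DMSO wells with GST-MLLE for no effect and wells lacking GST-MLLE protein for full effect; some results filed as inactive read as strong as hits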
Scp-1 inhibitor: inhibitors of human Scp-1 phosphatase | Recombinant Scp1, phosphopeptide, malachite green phosphate absorbance | inhibition, % at 20 µM | 0.88% of 340,000 active;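 active = inhibition above about 50% at 20 µM, limit read from the data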;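 also: plate controls were DMSO wells with enzyme for no effect and wells lacking enzyme for full effect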
Target sequence (Q9GZU7 76-261 limits assumed): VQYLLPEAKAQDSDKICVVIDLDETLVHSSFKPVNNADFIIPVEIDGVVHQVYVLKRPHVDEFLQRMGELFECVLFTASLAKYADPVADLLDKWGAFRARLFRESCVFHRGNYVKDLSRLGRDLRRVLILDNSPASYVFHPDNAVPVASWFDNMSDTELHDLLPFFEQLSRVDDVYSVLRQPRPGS
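assay system = SCP-1 phosphatase catalytic domain, residues 76-261 | buffer or medium = 50 mM Tris acetate pH 5.5, 0.005% Tween-20, 10 mM MgCl2 | incubation = enzyme reaction 45 min at room temperature, colour 5 min, stabilisation 30 min | signal = Phosphate-binding colour reagent, absorbance read at 630 nm | measure = % inhibition at 20 µM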
Rpn11 block: inhibitors of human proteasome Rpn11; calls only at 20 µM; O00487; human 26S proteasome, Ub4-pepOG fluorescence polarization; 20S core pre-blocked with epoxomicin; 0.59% of 360,000 active;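 active = inhibition at 20 µM, scaled to each plate's controls, above about 33%, limit read from the data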
DNMT1 inh: inhibitors of human DNMT1; DNMT1 molecular beacon, Hinp1I cleavage, fluorescence; P26358; inhibition (reported as % activation of signal), % at 10 µM; AID 588458; 0.83% of 360,000 active; in the data active = inhibition above about 50%
CSN deneddyl inh: CSN deneddylation inhibition; Q92905; Purified CSN, SCF-Nedd8-OG deneddylation, fluorescence polarization; inhibition, % at 12.5 µM; 0.38% of 360,000 active; AID 651999;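 active = pattern-corrected inhibition above about 35%, with an unprinted fluorescence ratio check between 0.5 and 1.5, limit read from the data, passing the limit was not always enough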;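 also: 0% = enzyme with substrate and 100% = substrate without enzyme; some results filed as inactive read as strong as hits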
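Detection – fluorescence polarization · System – HEK293T-derived human Csn5 enzyme · Controls – substrate-only high control, full reaction low control · Timing – 90 min, room temperature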
NadD inh: inhibitors of Staphylococcus aureus NadD; inhibition, % at 20 µM; purified NadD enzyme, colorimetric absorbance read-out; 0.78% of 360,000 active; AID 602399; in the data active = inhibition above about 26%; also: some compounds past the cut are filed as inactive
LMPTP inh: LMPTP (human) inhibition | recombinant LMPTP-A, OMFP fluorogenic substrate, fluorescence intensity | inhibition, % at 20 µM | AID 651560 | P24666 | 0.22% of 360,000 active;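 active = compounds that cut the enzyme signal by at least half of the control window in the single-dose screen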;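 also: plate controls were DMSO wells with enzyme plus substrate for no effect and substrate without enzyme for full effect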
Target sequence (P24666 whole entry, looked up): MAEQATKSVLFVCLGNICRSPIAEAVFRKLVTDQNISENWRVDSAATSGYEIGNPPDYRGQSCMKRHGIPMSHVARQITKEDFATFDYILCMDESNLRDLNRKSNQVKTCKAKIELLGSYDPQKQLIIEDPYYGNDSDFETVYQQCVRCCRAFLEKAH
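Test system – LMPTP-A enzyme · Amount – LMPTP-A at 0.625 nM final in the reaction · Buffer or medium – Bis-Tris pH 6.0, DTT, detergent · Reagent – OMFP 400 µM · Doses – single 20 µM dose · Schedule – reaction 50 min, room temperature, dark · Detection – fluorescence intensity of OMFP turnover product · Evaluation – percent inhibition versus substrate-only and uninhibited controls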
Tb MetRS inh: blocks T. brucei methionyl-tRNA synthetase activity; AID 624268; purified T. brucei MetRS, ATP depletion, Kinase-Glo luminescence; 0.4% of 360,000 active; inhibition, % at 11.9 µM;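 active = inhibition above a per-plate cutoff of the control wells' mean inhibition plus 3 SD, cut at about 5.5% in these data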;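 also: 0% = DMSO wells median and 100% = median of wells with control inhibitor compound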
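Dosing: 11.9 µM single point; system: parasite MetRS enzyme; technique: luminescence of leftover ATP; times: 15 min enzyme-compound preincubation, 2 h reaction, 10 min detection, 25 °C; replicates: each compound tested once; read-out basis: percent inhibition relative to median high and low control wells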
STEP block: STEP (human) phosphatase inhibition | inhibition, % at 20 µM | AID 588621 | 0.25% of 360,000 active | P54829 | recombinant STEP, OMFP fluorogenic substrate, fluorescence;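 active = inhibition at 20 µM, scaled per plate between control wells, above about 37%, limit read from the data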;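 also: 0% = DMSO with enzyme and substrate and 100% = substrate only without enzyme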
Target sequence (P54829 whole entry, looked up): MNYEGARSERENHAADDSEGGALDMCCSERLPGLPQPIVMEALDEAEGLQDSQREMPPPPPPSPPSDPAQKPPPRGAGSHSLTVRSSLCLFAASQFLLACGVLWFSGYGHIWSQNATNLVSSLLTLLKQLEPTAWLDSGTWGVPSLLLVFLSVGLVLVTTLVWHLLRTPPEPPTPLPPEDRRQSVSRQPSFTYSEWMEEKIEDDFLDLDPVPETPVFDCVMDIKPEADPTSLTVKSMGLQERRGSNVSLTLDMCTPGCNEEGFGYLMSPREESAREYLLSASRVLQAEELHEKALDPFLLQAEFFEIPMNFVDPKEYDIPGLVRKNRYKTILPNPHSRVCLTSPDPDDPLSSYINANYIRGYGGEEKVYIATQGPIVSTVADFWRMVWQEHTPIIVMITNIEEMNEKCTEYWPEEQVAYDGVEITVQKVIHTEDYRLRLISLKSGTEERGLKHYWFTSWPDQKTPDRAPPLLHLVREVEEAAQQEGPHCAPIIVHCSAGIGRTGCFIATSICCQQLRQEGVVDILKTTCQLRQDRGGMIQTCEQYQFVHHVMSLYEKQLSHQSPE
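System: STEP (striatal-enriched tyrosine phosphatase) enzyme, cell-free; medium: Bis-Tris pH 6.0 buffer with DTT, detergent; dosing: 20 µM, 1% DMSO; times: reaction 20 min, ambient temperature; detection: fluorescence, 480/540 nm; read-out basis: normalized % inhibition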
The depositor's hits bear a star; i = inactive; · = no result given; + = active, no number.

No. | smiles | PABP1 MLLE inh | DNMT1 inh | Tb MetRS inh | LMPTP inh | Scp-1 inhibitor | CSN deneddyl inh | Rpn11 block | STEP block | NadD inh | SUMO1-SIM PPI
1 | COc1cc(OC)cc(C(=O)NCCSCc2ccc(Cl)cc2)c1 | -23 | 0 | -0.8 | 1.7 | -6 | 7 | i | 1 | -3 | 2
2 | COc1ccccc1-n1nnnc1SCC(=O)Nc1ccccn1 | -11 | 2 | 0.5 | -1.0 | -5 | 6 | i | 1 | 1 | -2
3 | CC(=O)Nc1ccc(Nc2ccc3nonc3c2[N+](=O)[O-])cc1 | -6 | 5 | -1.2 | 1.0 | 1 | 0 | i | -1 | -3 | -37
4 | CN1C(=O)CSC1=NC12CC3CC(CC(C3)C1)C2 | -5 | -2 | 0.1 | 1.0 | -6 | -2 | i | 7 | -4 | 0
5 | Cc1cc(C)nc(SCCC(=O)Nc2ccc(F)cc2)n1 | 8 | 1 | -0.6 | -0.8 | 6 | -9 | i | -4 | -4 | -4
6 | CCN1C[C@@H]2[C@@H]3C(=O)N(C)C(=O)[C@@H]3[C@](Cc3ccccc3)(C(=O)OC)N2C1=NC1CCCCC1 | -5 | 0 | -1.0 | -0.4 | 12 | -3 | i | 1 | -4 | 6
7 | Cn1c(SC/C=C/c2ccccc2)nnc1-c1cnccn1 | 0 | 1 | -1.0 | -1.7 | -3 | 4 | i | -5 | -2 | -2
8 | Cc1ccc(CNC2CCCCC2)s1 | -2 | 5 | -1.3 | -1.5 | 5 | 0 | i | -2 | -4 | 0
9 | NC(=O)C1CCN(c2nc(-c3ccccc3)nc3c2oc2ccccc23)CC1 | -4 | -3 | -0.4 | 1.7 | -2 | 4 | i | -1 | 3 | 0
10 | Cn1cc([N+](=O)[O-])c(C(=O)N/N=C/c2ccccc2)n1 | 5 | 1 | 0.3 | -1.2 | -1 | -2 | i | 3 | 2 | -26

Given with each value named: part of the list above.
2) COc1ccccc1-n1nnnc1SCC(=O)Nc1ccccn1
  PABP1 MLLE inh = -11
  DNMT1 inh = 2
  Tb MetRS inh = 0.5
  LMPTP inh = -1.0
  Scp-1 inhibitor = -5
  CSN deneddyl inh = 6
  Rpn11 block = i
  STEP block = 1
  NadD inh = 1
  SUMO1-SIM PPI = -2
3) CC(=O)Nc1ccc(Nc2ccc3nonc3c2[N+](=O)[O-])cc1
  PABP1 MLLE inh = -6
  DNMT1 inh = 5
  Tb MetRS inh = -1.2
  LMPTP inh = 1.0
  Scp-1 inhibitor = 1
  CSN deneddyl inh = 0
  Rpn11 block = i
  STEP block = -1
  NadD inh = -3
  SUMO1-SIM PPI = -37
4) CN1C(=O)CSC1=NC12CC3CC(CC(C3)C1)C2
  PABP1 MLLE inh = -5
  DNMT1 inh = -2
  Tb MetRS inh = 0.1
  LMPTP inh = 1.0
  Scp-1 inhibitor = -6
  CSN deneddyl inh = -2
  Rpn11 block = i
  STEP block = 7
  NadD inh = -4
  SUMO1-SIM PPI = 0

(cont.)
No. | smiles | PABP1 MLLE inh | DNMT1 inh | Tb MetRS inh | LMPTP inh | Scp-1 inhibitor | CSN deneddyl inh | Rpn11 block | STEP block | NadD inh | SUMO1-SIM PPI
11 | O=C(O)c1ccc(OCC(O)Cn2c3ccccc3c3ccccc32)cc1 (stereo not given) | -11 | -3 | -0.9 | -0.9 | -19 | -2 | i | -3 | -6 | 3
12 | Cn1c(N)c(C(=O)COC(=O)c2cc(S(=O)(=O)NCc3ccccc3)ccc2O)c(=O)n(C)c1=O | 2 | 8 | -0.4 | 1.3 | 9 | 4 | i | 5 | 7 | 10
13 | O=C(CCn1c(=O)c2sccc2n(Cc2cc(=O)n3ccccc3n2)c1=O)NCc1ccco1 | -9 | 12 | -1.0 | -0.4 | 6 | -2 | i | 0 | 5 | -2
14 | O=C(CSc1ncccn1)N1CCC(Cc2ccccc2)CC1 | -9 | 2 | 0.4 | -0.9 | -5 | -3 | i | 2 | -8 | -2
15 | COC(CNc1ccc([N+](=O)[O-])c(NCC(OC)OC)c1C#N)OC | -8 | 3 | 0.8 | -0.5 | -13 | 29 | i | -1 | -8 | -27
16 | C=CCNC(=S)NCC1COc2ccccc2O1 (stereo not given) | -95 | -4 | 0.3 | -1.0 | -6 | 1 | i | 2 | -6 | 0
17 | CCCOc1ccc(C(=O)NCC(C)(C)N2CCOCC2)cc1 | 12 | 2 | 0.0 | -0.5 | -7 | 3 | i | -2 | -2 | 0
18 | O=C(NCCc1ccccc1)[C@@H]1CC=C[C@@H]2CCN(Cc3ccc(Cl)c(Cl)c3)C(=O)[C@@H]21 | 6 | -1 | -0.3 | 0.2 | 9 | -5 | i | 1 | 8 | 5
19 | Cc1cc(C)c(C)c(OCCN2CCOCC2)c1 | 1 | 0 | -0.4 | -0.5 | -9 | -3 | i | -1 | -2 | 1
20 | CC1=C(C(=O)OCc2ccc3c(c2)OCO3)C(c2ccccc2)NC(=O)N1 (stereo not given) | -11 | -1 | -0.3 | 0.0 | 0 | -2 | i | -2 | 3 | 2
21 | CC(=O)Nc1ccc(NC(=O)CSc2nc3ccccc3c(=O)n2CCCN2CCOCC2)cc1 | 4 | -41 | -0.3 | -0.4 | 0 | -1 | i | -3 | 1 | -1
22 | N#CCCN(C(=O)COC(=O)c1cc2ccccc2oc1=O)c1ccccc1 | 9 | 4 | -0.1 | -0.7 | 0 | 2 | i | -3 | 4 | -22
23 | COc1cc(S(=O)(=O)N2CCOCC2)cc(C(=O)OCC(=O)NC2CCCCC2)c1OC | -5 | 5 | -0.3 | -0.6 | -2 | -4 | i | 2 | -2 | -4
24 | COc1ccc(S(=O)(=O)NNC(=O)c2csc(-n3nc(C)cc3C(F)(F)F)n2)cc1 | -19 | -2 | -0.5 | 0.7 | -6 | 5 | i | 4 | 1 | 29
25 | Cc1cccc(N2CCN(C(=O)N3CCOCC3)CC2)c1C | -3 | -3 | -0.8 | -2.5 | -3 | -2 | i | -3 | -5 | 3
26 | CCCC(=O)C1=C(O)C(C(=O)OC)C(C)(C)CC1=Nc1ccncc1 (stereo not given) | -8 | -1 | -0.3 | -0.8 | -4 | 3 | i | 1 | -3 | -2
27 | COc1ccc(C(=O)N/N=C(\C)CC(=O)Nc2ccccn2)cc1OC | -6 | -3 | -0.6 | -1.6 | -7 | -1 | i | 1 | -5 | 4
28 | CC(C(=O)Nc1ccccc1C(=O)N1CCOCC1)N(c1ccccc1)S(C)(=O)=O (stereo not given) | -2 | 3 | 0.6 | 0.3 | -11 | 2 | i | -1 | 0 | 2
29 | O=C(NCc1ccc(C(F)(F)F)cc1)C1CC(c2c(Cl)cccc2Cl)=NO1 (stereo not given) | -2 | 0 | 0.4 | 1.3 | -11 | -4 | i | 1 | -10 | 0
30 | CC1CN(C(=O)c2cc3cc(F)ccc3[nH]2)CC(C)O1 (stereo not given) | -1 | -1 | 0.1 | -1.0 | -10 | 2 | i | -2 | -1 | 5
31 | Cc1nc2ccc(NC(=O)c3ccc(Cl)c([N+](=O)[O-])c3)cc2s1 | -1 | 0 | 0.5 | 0.5 | -1 | 0 | i | 2 | -2 | -2
32 | COc1ccc(CN2CCCC(C(=O)Nc3cccc(-n4cccn4)c3)C2)cc1 (stereo not given) | 2 | 2 | 0.1 | 2.6 | -1 | -1 | i | -2 | 1 | 2
33 | S=c1[nH]nc(-c2ccco2)n1/N=C/c1ccc(Cl)cc1Cl | -38 | -1 | -0.6 | 1.5 | -3 | -5 | i | 3 | 23 | -2
34 | CCCN1Cc2cccc(C(N)=O)c2C1=O | 10 | 4 | -0.3 | -1.8 | -4 | 3 | i | -2 | -1 | 1
35 | O=C(NCc1ccccn1)c1cn(CCc2ccccc2)nn1 | 15 | 2 | 0.0 | -0.2 | 2 | 3 | i | 1 | -3 | 3
36 | CSc1nc2sc3c(c2c(=O)[nH]1)CCc1ccccc1-3 | -4 | 6 | -0.6 | -1.5 | -3 | 4 | i | -1 | 0 | -1
37 | COc1ccccc1C(=O)NNC(=O)c1cccc(Cl)c1 | -8 | 1 | -0.5 | -0.1 | -2 | 1 | i | 1 | 2 | 0
38 | O=C(/C=C/c1cn(CC(O)CN2CCCCC2)c2ccccc12)c1ccccc1 (stereo not given) | -43 | -2 | -0.5 | 0.3 | 0 | 11 | + | 1 | 7 | -33
39 | O=C(Nc1ccc2c(c1)OCCO2)c1cnn(-c2ccccc2)n1 | 17 | -1 | -0.1 | 1.0 | -8 | -7 | i | -1 | -8 | 5
40 | CC(=O)c1cccc(NC(=O)c2cc3ccccn3n2)c1 | -5 | 2 | -1.3 | 0.5 | -5 | 3 | i | 10 | -9 | 12
41 | O=C(Nc1ccc(Cl)cc1)[C@@H]1[C@@H]2C(=O)N(c3cccc(F)c3)C(=O)[C@@H]2[C@H]2C=CC=NN21 | 2 | -17 | 1.0 | 0.7 | -9 | 3 | i | 0 | 21 | -11
42 | O=C(CN1CCNC(=O)C1)NCCc1ccc(Cl)cc1Cl | 0 | 6 | 3.9 | -0.5 | -6 | 2 | i | -2 | 3 | -3
43 | COCCn1c(=NC(=O)CSCC(=O)Nc2cc(C)on2)sc2cc(C(=O)OC)ccc21 | 25 | 7 | -0.4 | 0.4 | -3 | -4 | i | 2 | 7 | -2
44 | COc1cc(NC(=O)c2ccc(OC)c([N+](=O)[O-])c2)ccc1NC(=O)c1ccco1 | 3 | -8 | -1.0 | 2.1 | -8 | 0 | i | 2 | -6 | 4
45 | COc1ccccc1N1CCN(C2CCCN(C(=O)Cn3cccn3)C2)CC1 (stereo not given) | 6 | 0 | -0.3 | -1.3 | -5 | 1 | i | 0 | 1 | -5
46 | O=C(NCC1CCN(S(=O)(=O)c2ccccc2)CC1)Nc1ccccc1 | 9 | -2 | -0.9 | 0.8 | -20 | -1 | i | -1 | -4 | -1
47 | Nn1c(-c2ccc(O)cc2)nnc1-c1ccc(O)cc1 | 13 | 2 | -0.3 | -1.5 | -9 | -4 | i | 2 | -5 | -1
48 | COc1ccc(C(=O)NC(CC(C)C)C(=O)O)cc1 (stereo not given) | 2 | 8 | 0.5 | 0.2 | 0 | 2 | i | 1 | 2 | -4
49 | OC[C@@H]1CN(Cc2cccs2)C[C@H](n2cnc3c(NCc4ccc(F)cc4)ncnc32)O1 | -6 | -1 | -0.3 | 0.1 | · | 1 | i | -2 | 0 | 3
50 | COc1ccccc1-[n+]1c(C)cc(/C=C2\Sc3ccccc3N2C)cc1C | -164 | 22 | 0.0 | 33 | 1 | 22 | · | -5 | -8 | -31
51 | Cc1nc(N)[nH]c(=O)c1CCC(=O)OCC(C)C | 2 | 1 | 1.5 | -0.2 | -7 | -5 | i | -4 | -2 | 4

Assay outcomes: PubChem, several laboratories

No enrichment for hits; 3.6% or so of the library scored in one or more.
